# EphA4 KYL inhibition – inhibitors of EphA4 binding to KYL peptide, primary screen, biochemical, colorimetric, mouse EphA4 (AID 689); Ephrin type-A receptor 4 (Mus musculus); EphA4-AP binding to KYL peptide, pNPP A405; higher % means a stronger effect; inhibition, % at 10 µM, or IC50 in µM where a hit was titrated; 62,000 compounds, 0.1% hits; in the data active = a potency from the dose series; inactive = the rest, 99 in 100 with inhibition below about 22%
# Active calls of the source: *; & = joins results of further samples.
SMILES,EphA4 KYL inhibition
O=c1[nH]c(=O)n(Cc2ccccc2)c(O)c1C=NCCCn1ccnc1,-11%
COc1cccc(CN2CCCCC2c2cccnc2)c1 (configuration not stated),1%
CN(C)CCN=Cc1c(O)n(CCC2=CCCCC2)c(=O)[nH]c1=O,-9%
CCC(C)C12CN3CCN(CC(C)(C3)C1=O)C2 (configuration not stated),-3%
N[C@@H](Cc1c[nH]c2ccccc12)c1nnc(SCc2ccccc2F)o1,0%
COc1ccccc1N1C(=O)NC(=O)C2(Cc3cc(C)ccc3N(C)C2)C1=O (configuration not stated),-5%
CC1CN(c2ccc([N+](=O)[O-])c3cccnc23)CC(C)N1 (configuration not stated),-9%
CCCC(=O)NC(Oc1ccccc1Cl)C(Cl)(Cl)Cl (configuration not stated),-8%
C=CCn1c(O)c(C(C)=NCCN2CCCCC2)c(=O)[nH]c1=O,-3%
CC(C(=O)Nc1ccc(Br)cc1C(=O)c1ccccc1)N1CCOCC1 (configuration not stated),-16%
CCC(=O)CC(c1ccc([N+](=O)[O-])cc1)c1c(O)c2ccccc2oc1=O (configuration not stated),-17%
O=C(c1ccco1)c1cn(Cc2ccc(Cl)cc2)c2ccccc12,14%
Cn1c(O)c(C=NCc2cccs2)c(=O)n(C)c1=O,-5%
OCCN(CC#CC(O)(c1ccccc1)C1CCCC1)CCO (configuration not stated),-7%
O=C1/C(=C/c2ccc(O)cc2)N2CCC1CC2,-12%
COc1ccc(OC)c(CC(=O)O)c1,-2%
CCN(CC)c1ccc(N=Cc2c(O)n(CCC3=CCCCC3)c(=O)[nH]c2=O)cc1,6%
O=c1[nH]c(=O)n(-c2cccc(Cl)c2)c(O)c1C=NCCCN1CCOCC1,-4%
O=C1NC(=O)C2(Cc3ccccc3N3CCOCC32)C(=O)N1c1ccccc1 (configuration not stated),1%
CC1(C)CC(=O)C(C=NCCN2CCN(C(=O)Cc3ccc(Cl)cc3)CC2)=C(O)C1,-5%

# Taken from above.
# Value for COc1ccccc1N1C(=O)NC(=O)C2(Cc3cc(C)ccc3N(C)C2)C1=O (configuration not stated) under EphA4 KYL inhibition: -5%
# Value for Cn1c(O)c(C=NCc2cccs2)c(=O)n(C)c1=O under EphA4 KYL inhibition: -5%
# Value for CN(C)CCN=Cc1c(O)n(CCC2=CCCCC2)c(=O)[nH]c1=O under EphA4 KYL inhibition: -9%
# Value for O=C1/C(=C/c2ccc(O)cc2)N2CCC1CC2 under EphA4 KYL inhibition: -12%
# Value for CC1CN(c2ccc([N+](=O)[O-])c3cccnc23)CC(C)N1 (configuration not stated) under EphA4 KYL inhibition: -9%

# Returning to the listing with the three entries that preceded the break.
SMILES,EphA4 KYL inhibition
O=c1[nH]c(=O)n(-c2cccc(Cl)c2)c(O)c1C=NCCCN1CCOCC1,-4%
O=C1NC(=O)C2(Cc3ccccc3N3CCOCC32)C(=O)N1c1ccccc1 (configuration not stated),1%
CC1(C)CC(=O)C(C=NCCN2CCN(C(=O)Cc3ccc(Cl)cc3)CC2)=C(O)C1,-5%
Cc1ccc2cc3cc(C(=O)N4CCC5(CC4)OCCO5)oc3nc2c1,-13%
COCCOC(=O)C1=C(C)OC(N)=C(C(=O)OC)C12C(=O)Nc1ccccc12 (configuration not stated),8%
CCOC(=O)C1CN(C)CCC1=O (configuration not stated),-9%
Cc1ccc2c(c1)C1CN(C)CCC1N2S(=O)(=O)c1ccccc1 (configuration not stated),10%
O=C1c2ccccc2C2(c3ccc(Cl)cc3)NCCN12 (configuration not stated),1%
O=C(Nc1ccc(Cl)cc1C(=O)c1ccccc1)c1cncc(Br)c1,8%
COc1ccc(C(=O)CC2(CC(=O)c3ccc(OC)cc3)C(=O)N(C)C(=O)N(C)C2=O)cc1,-4%
Cn1c(C(=O)N2CCC(C(=O)N3CCC4(CC3)OCCO4)CC2)cc2sccc21,5%
Clc1cnc(Oc2ccc(Oc3ncc(Cl)cc3Cl)cc2)c(Cl)c1,0%
O=c1c2ccccc2nc(-c2cccs2)n1-c1cnccn1,0%
CCOC(=O)C1=C(N)OC2=C(C(=O)CC(C)(C)C2)C12C(=O)Nc1ccccc12 (configuration not stated),-6%
Cn1cccc1CNCCc1ccccc1F,-2%
COc1ccccc1-n1c(O)c(C=NC2CC2)c(=O)[nH]c1=O,-16%
Cc1ccc(Cn2nnnc2CN2CCC(n3nnc4cc(C)ccc43)CC2)cc1,-3%
CC(O)(CS(=O)(=O)c1ccccc1)C(=O)Nc1ccc(C(F)(F)F)cc1 (configuration not stated),-22%
COc1ccc(CCNCc2ccc(OC)c(OC)c2OC)cc1,-32%
COc1ccccc1N1CCN(C(CNC(=O)Oc2ccccc2)c2cccnc2)CC1 (configuration not stated),-14%
Cc1ccc(/C=C2/C(=O)NC(=O)N(CCc3ccc(F)cc3)C2=O)o1,7%
COc1ccc(S(=O)(=O)NC(CC(=O)N2CCC3(CC2)OCCO3)C(C)C)cc1 (configuration not stated),-12%
CC1CN(CCc2ccccc2)CC(C)O1 (configuration not stated),10%
CCOC(=O)C1CCN(/C=C2/C(=O)NC(=O)N(Cc3ccco3)C2=O)CC1,0%
O=[N+]([O-])c1ccc(N2CCNCC2)cc1NCCOc1ccccc1,2%
O=C1/C(=C/c2ccccn2)N2CCC1CC2,-3%
CCOC(=O)c1c(C)n(CC(C)C)c2ccc(OC)cc12,18%
O=c1c2ccccc2nc(-c2ccco2)n1-c1ccccn1,5%
CCOC(=O)C1=C(C)N(C)C2(C)CC1c1ccccc1O2 (configuration not stated),-5%
Cc1sc2nc(COC(=O)Cc3ccccc3)[nH]c(=O)c2c1C,-9%
CCOC(=O)CC1=C(C(=O)OCC)C2(C(=O)N1CC(=O)OC)C(C#N)=C(N)Oc1ccccc12 (configuration not stated),-11%
Cc1ccc(-c2nc(N(C)C3CCN(C)CC3)c3ccccc3n2)cc1,-6%
C[n+]1ccc(-c2ccncc2)cc1,-16%
Cc1ccc2c(c1)CC1(CN2C)C(=O)NC(=O)N(C(C)C)C1=O (configuration not stated),-7%
Cc1ccc(N)c(C(=O)c2ccccc2)c1,-8%
Cc1ccccc1C(O)(Cc1ccccc1)C1CN2CCC1CC2 (configuration not stated),-9%
CC(C)OC12Oc3ccccc3C=C1N1CCC2CC1 (configuration not stated),0%
COc1ccc(OC)c(CN2CCN(C(=O)COc3cccc(C)c3)CC2)c1,-4%
COc1cccc(-c2nc(CS(=O)CC(=O)N3CCC4(CC3)OCCO4)c(C)o2)c1 (configuration not stated),-1%
CN1CCN(C(=O)COc2ccc3ccccc3c2Br)CC1,-17%
Cn1ncnc2c(=O)n(C)c(=O)nc1-2,-4%
Cc1ccc2occ(CN3CC4CC(C3)c3cccc(=O)n3C4)c(=O)c2c1 (configuration not stated),6%
CC(=NCCCN1CCOCC1)c1c(O)[nH]c(=O)[nH]c1=O,-13%

# Brought forward from above: 4 entries, then new ones.
SMILES,EphA4 KYL inhibition
CN1CCN(C(=O)COc2ccc3ccccc3c2Br)CC1,-17%
Cn1ncnc2c(=O)n(C)c(=O)nc1-2,-4%
Cc1ccc2occ(CN3CC4CC(C3)c3cccc(=O)n3C4)c(=O)c2c1 (configuration not stated),6%
CC(=NCCCN1CCOCC1)c1c(O)[nH]c(=O)[nH]c1=O,-13%
CCOc1ccccc1-n1c(O)c(C=NCc2ccc3c(c2)OCO3)c(=O)[nH]c1=O,-15%
C=Cn1ccnc1P(=S)(c1ccc(N(C)C)cc1)c1nccn1C=C,-11%
O=C(COC(=O)Cc1ccccc1)NC12CC3CC(CC(C3)C1)C2,-12%
CCCS(=O)(=O)N1CCCC(C(=O)N2CCC3(CC2)OCCO3)C1 (configuration not stated),-14%
CC1(C)CC(=O)C=C(NCCN2CCN(C(=O)Cc3ccc(Cl)cc3)CC2)C1,-7%
CCN(CC)CCCN=Cc1c(O)n(-c2cccc(C)c2C)c(=O)[nH]c1=O,2%
Cn1c(O)c(C=NCCCN2CCCC2=O)c(=O)n(C)c1=O,-20%
CN(C)CCC(=O)c1ccc(Cl)c(Cl)c1,18%
O=C(Nc1ccc2c(c1)OCO2)c1cn(Cc2ccc(F)cc2)nn1,-8%
Nc1c(C(=O)NCCN2CCOCC2)c2nc3ccccc3nc2n1Cc1ccco1,1%
Cc1ccc(-n2nc(C)cc2NC(=O)COc2cc(C)cc3oc(=O)c4c(c23)CCC4)cc1,-15%
O=C(CF)NC(Nc1ccc(Br)cc1)C(Cl)(Cl)Cl (configuration not stated),-4%
O=C(CCN1CCOCC1)Nc1ccc(Br)cc1C(=O)c1ccccc1,28%
CC1(C)CC(=O)C(C2(O)C(=O)NC(=O)NC2=O)=C(O)C1,0%
CN1C(=O)N(C)C(=O)C2(Cc3c(nc4ccccn4c3=O)N3CCc4ccccc4C32)C1=O (configuration not stated),-2%
COc1ccccc1CC1/C(=N/O)C2CCN1CC2 (configuration not stated),2%
CCN(CC)CCCN=Cc1c(O)n(Cc2ccc(F)cc2)c(=O)[nH]c1=O,-17%
COc1ccccc1CC1C(=O)C2CCN1CC2 (configuration not stated),-6%
CCNc1nc2[nH]c(=O)c3c(c2s1)OC(N)=C(C#N)C3c1cccs1 (configuration not stated),-8%
CCC(C)N1C(=O)NC(=O)C2(Cc3c(ccc4ccccc34)N(C)C2)C1=O (configuration not stated),-4%
O=C(Cn1c[n+]([N-][N+](=O)[O-])cn1)Nc1ccc([N+](=O)[O-])cc1,3%
CNC(C)Cc1ccccc1Sc1ccc(O)cc1 (configuration not stated),-13%
Cc1cccc(CN2CCN(Cc3ccc(Cl)cc3)CC2)c1,-4%
CC1=CC(=O)NP(=O)(Oc2ccc3ccccc3c2)N1 (configuration not stated),1%
CCOC(=O)c1c(N)n(CCN2CCCCC2)c2nc3ccccc3nc12,-10%
CCN(CC)C(=O)c1ccc(N2C(=O)C3CC=C(Cl)CC3C2=O)cc1 (configuration not stated),-16%
Cn1nc(N)c2c1N=P(N1CCOCC1)(N1CCOCC1)N=C2c1ccccc1,16%
O=[N+]([O-])c1ccc(NCC(O)c2ccccc2)c2ncccc12 (configuration not stated),4%
CCCCn1c(O)c(C=NCCCn2ccnc2)c(=O)[nH]c1=O,-10%
CN(Cc1ccccc1)C(=C(Cl)Cl)/C(=C1/NCCN1Cc1ccc(Cl)nc1)[N+](=O)[O-],-15%
Cc1cc(N2C(=O)C3CCCN3C2c2ccccc2)no1 (configuration not stated),0%
CN1C(=O)C(=Cc2ccc(N3CCCCCC3)o2)C(=O)N(C)C1=S,8%
CNC(C(=O)c1ccccc1)C(OC)c1ccccc1 (configuration not stated),-16%
COC(=O)C(O)(c1ccc(NC(=S)NC(=O)c2ccccc2)cc1)C(F)(F)F (configuration not stated),2%
CC1(C)CC(=O)C2=C(C1)NC(=O)C21C(C(=O)OC(C)(C)C)=C(N)Oc2ccc(Br)cc21 (configuration not stated),-7%
CC(Oc1ccc(-c2ccccc2)cc1)C(=O)O (configuration not stated),-2%
CN1CCC(O)(c2ccccc2)C(C(=O)c2ccccc2)C1 (configuration not stated),-2%
CCC(=O)N1CC(=O)Nc2ccc(Cl)cc2C1c1ccc(F)cc1 (configuration not stated),4%
O=P1(NCc2ccco2)COc2ccccc2OC1,-3%
Cc1ccc2ccccc2c1NC(=O)CNC1CCCCC1,-10%
CC[n+]1c(/C=C/N(C)c2ccccc2)sc2ccc(Cl)cc21,-1%
COCCCn1c(N)c(C(=O)Nc2sc3c(c2C(=O)OC)CCCC3)c2nc3ccccc3nc21,-10%
CN(C)c1ccc(C=C2C(=O)NC(=S)N(c3ccccc3F)C2=O)cc1,-2%
O=C1NC(=O)C(=Cc2ccc(-c3ccccc3C(=O)O)o2)C(=O)N1,5%
Cc1ccc(C=C2C(=O)N(C)C(=O)N(C)C2=O)o1,19%
CCOC(=O)C1=C(C)OC(N)=C(C#N)C12C(=O)N(C)c1ccccc12 (configuration not stated),-3%
Cc1cc(N2C(=O)C3CCCN3C2c2ccc(Cl)c(Cl)c2)no1 (configuration not stated),-17%
C=CCn1c(O)c(C(CC)=NC(C)c2ccccc2)c(=O)[nH]c1=O (configuration not stated),0%
O=C(COc1ccc(Cl)cc1)NC1CN2CCC1CC2 (configuration not stated),-2%
CCCCSP1(=S)NCCCN1,7%
CCOC(=O)C(O)(c1ccc(N(CC)S(=O)(=O)c2ccccc2)cc1)C(F)(F)F (configuration not stated),-6%
CCC1=C(C)C(N2CCOCC2)=NP(N2CCOCC2)(N2CCOCC2)=N1,5%
CCC(C)C1N=C(c2ccccc2)c2cc(Cl)ccc2N(CC(=O)NCc2ccco2)C1=O (configuration not stated),-8%
COc1ccc2c(c1)c(C(=O)CN1CCC3(CC1)OCCO3)c(C)n2Cc1ccccc1,-10%
NC(=O)CSc1nnc([C@@H](N)Cc2c[nH]c3ccccc23)o1,3%
CC1(C)C(=O)N(c2ccccc2)C(=O)N(c2ccccc2)C1=O,-5%
CC(=O)C1C2c3ccccc3OC1(C)N=c1s/c(=C/c3cn(C)nc3C)c(=O)n12 (configuration not stated),6%
O=C(Nc1ccc(Cl)cc1C(=O)c1ccccc1)c1ccc(Br)o1,-3%
O=C(CNC(=O)OCc1ccccc1)Nc1ccc(Br)cc1C(=O)c1ccccc1,14%&-9%

# Among those listed so far, 3 contain an aryl thioether with sulfur outside any ring.
SMILES,EphA4 KYL inhibition
N[C@@H](Cc1c[nH]c2ccccc12)c1nnc(SCc2ccccc2F)o1,0%
CNC(C)Cc1ccccc1Sc1ccc(O)cc1 (configuration not stated),-13%
NC(=O)CSc1nnc([C@@H](N)Cc2c[nH]c3ccccc23)o1,3%

# Assay outcomes as filed in PubChem BioAssay.

# Not all compounds are listed, so the mix of outcomes need not match the whole.
